GPR151 ag = activators of human GPR151; Q8TDV0; PathHunter beta-arrestin GPR151 cells, luminescence; activation, % at 11.2 µM; 650,000 tested, 1% active; AID 1508602; in the data active means activation above about 4.9%;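 further: 0% = median of compound wells and 100% = cells with positive control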
Target sequence (Q8TDV0 whole entry, looked up): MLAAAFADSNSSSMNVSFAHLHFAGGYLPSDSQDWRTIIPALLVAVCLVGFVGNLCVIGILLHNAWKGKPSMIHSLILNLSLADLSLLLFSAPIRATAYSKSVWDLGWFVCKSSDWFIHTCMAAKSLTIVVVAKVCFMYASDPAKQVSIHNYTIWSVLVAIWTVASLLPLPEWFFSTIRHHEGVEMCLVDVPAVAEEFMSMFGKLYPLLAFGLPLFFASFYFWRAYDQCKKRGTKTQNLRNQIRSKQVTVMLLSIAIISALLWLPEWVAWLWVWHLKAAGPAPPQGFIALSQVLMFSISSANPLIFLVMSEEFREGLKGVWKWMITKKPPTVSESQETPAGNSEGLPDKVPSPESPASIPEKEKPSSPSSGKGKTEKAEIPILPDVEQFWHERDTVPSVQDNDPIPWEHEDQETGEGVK
FBW7 act = activators of human E3 ligase FBW7; Q969H0; AlphaScreen FBW7–phospho-cyclin E peptide binding, activator screen; normalized activity (activation), % at 26.1 µM; 650,000 tested, 0.13% active; in the data active means normalized activity above about 1.9%;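 further: purified mutant Fbw7 with reduced substrate affinity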
TEAD-YAP block = TEAD-YAP interaction inhibition. HEK-TIYL cells, TEAD-Gal4/YAP UAS-luciferase luminescence. inhibition, % at 9.12 µM. 640,000 tested, 1.4% active; in the data active means inhibition above about 32%;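 further: 0% = median of test compound wells and 100% = reference inhibitor wells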
MITF primary = inhibitors of human MITF; O75030; AlphaScreen MITF homodimerization, bead proximity signal; inhibition, % at 2.6 µM; 650,000 tested, 0.91% active; AID 1259374; in the data active means inhibition above about 50%;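 further: 0% = vehicle wells with protein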
Target sequence (O75030 whole entry, looked up): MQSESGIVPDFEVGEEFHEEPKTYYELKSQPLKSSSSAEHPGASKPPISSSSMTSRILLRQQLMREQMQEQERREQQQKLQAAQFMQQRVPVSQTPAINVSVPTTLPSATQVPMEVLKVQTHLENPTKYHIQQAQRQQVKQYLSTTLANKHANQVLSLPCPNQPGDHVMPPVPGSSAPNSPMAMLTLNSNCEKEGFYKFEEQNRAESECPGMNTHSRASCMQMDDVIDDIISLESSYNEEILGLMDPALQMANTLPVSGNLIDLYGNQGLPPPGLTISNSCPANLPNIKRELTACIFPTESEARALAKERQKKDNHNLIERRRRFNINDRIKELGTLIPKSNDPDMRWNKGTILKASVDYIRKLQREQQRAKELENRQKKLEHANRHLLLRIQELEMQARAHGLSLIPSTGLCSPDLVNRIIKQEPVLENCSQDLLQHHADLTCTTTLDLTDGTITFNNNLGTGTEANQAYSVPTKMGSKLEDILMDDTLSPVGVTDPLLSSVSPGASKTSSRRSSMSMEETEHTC
Numbers without * were called inactive. Not a hit list (roughly 3.4% active in at least one column).

SMILES	GPR151 ag	FBW7 act	TEAD-YAP block	MITF primary
CCOc1ccc(C(=O)Nc2c3c(nn2C(C)(C)C)CS(=O)(=O)C3)cc1	1.2	-0.1	-16	4
CCCNC(=O)C(=O)c1c[nH]c2ccccc12	0.6	0.2	-14	17
CCOc1ccccc1C(=O)Nc1cc(OC)cc(OC)c1	0.6	0.1	20	10
CC(O)CNc1nc(Nc2ccc(F)cc2)c2cnn(-c3ccccc3)c2n1 (centres undefined)	-1.5	-0.1	3	-1
OC1(C(F)(F)F)CC(c2cccs2)=NO1 (centres undefined)	0.5	-0.1	3	-5
CCN(CCN(C)C)c1ncnc2c1cnn2-c1ccc(Cl)cc1	-1.4	-0.2	50*	5
CC(CNC(=O)/C(C#N)=C/c1ccccc1)NC(=O)/C(C#N)=C/c1ccccc1 (centres undefined)	-1.5	-0.2	5	-9
CN1N=C(C(F)(F)F)/C(=C/C=C\c2ccccc2[N+](=O)[O-])C1=O	1.2	0.2	-2	9
Cc1ccc(C(C)C)c(OCC(=O)NNC(=O)COc2ccccc2)c1	0.3	0.0	5	1
CCOc1ccc(-n2c(CNC(=O)c3ccco3)nnc2SCC(=O)N2N=C(c3ccc(OC)cc3)CC2c2ccc(OC)cc2)cc1 (centres undefined)	-1.5	0.1	20	7
CCOc1ccc(OCCOc2ccccc2[N+](=O)[O-])cc1	0.0	0.1	-21	16
Cn1c(SCC(=O)c2ccc3c(c2)CCCC3)nnc1-c1ccccc1	0.1	-0.1	8	-4
COc1ccc(-c2noc(C3CC(=O)N(c4ccc(F)cc4)C3)n2)c(OC)c1 (centres undefined)	0.8	0.3	-3	10
CCOc1ccc(NC(=O)c2c(NCc3cccc(OC)c3OC)sc3c2CCCC3)cc1	1.3	-0.2	3	7
CCCOc1ccc(C(=O)Nc2ncc(Cc3ccccc3Cl)s2)cc1	1.0	0.0	-9	-1
COc1ccc(C(=O)c2sc3nc4c(c(-c5ccco5)c3c2N)CCC4)cc1	0.5	0.3	-3	10
O=C(Nc1ccccc1Cl)NC1(C(=O)NCC2CCCO2)CCCCC1 (centres undefined)	0.0	0.2	3	12
Cc1ccc(NC(=O)c2sc3nc[nH]c(=O)c3c2C)cc1F	1.2	0.0	-63	-11
Cc1ccc(Cl)c(OCCCN2CCOCC2)c1	0.1	-0.1	-13	55*
CSc1nnc2c(n1)OC(c1ccc(C)cc1)N(C(C)=O)c1ccccc1-2 (centres undefined)	0.6	0.1	-9	8
O=C(CN1CCCC(c2nc3ccccc3[nH]2)C1)NC1CCCC1 (centres undefined)	1.3	0.2	14	15
CN1CCN(CC(=O)N2c3ccccc3C=Cc3ccccc32)CC1	-1.2	-0.1	-8	-3
CCC(C(=O)c1ccccc1)n1c(Br)nc2c1c(=O)[nH]c(=O)n2C (centres undefined)	-0.7	0.3	8	12
CCOc1ccc(-n2nc(C(=O)NCCOC)c3ccccc3c2=O)cc1	0.0	-0.2	6	5
CCN(CC)CCNC(=O)c1c(O)c2cc(OC)c(OC)cc2[nH]c1=O	0.6	-0.1	0	0

Some of the entries so far, as labelled records.
smiles: CC(O)CNc1nc(Nc2ccc(F)cc2)c2cnn(-c3ccccc3)c2n1 (centres undefined)
  GPR151 ag = -1.5 | FBW7 act = -0.1 | TEAD-YAP block = 3 | MITF primary = -1

smiles: CCOc1ccc(-n2nc(C(=O)NCCOC)c3ccccc3c2=O)cc1
  GPR151 ag = 0.0 | FBW7 act = -0.2 | TEAD-YAP block = 6 | MITF primary = 5

smiles: CN1N=C(C(F)(F)F)/C(=C/C=C\c2ccccc2[N+](=O)[O-])C1=O
  GPR151 ag = 1.2 | FBW7 act = 0.2 | TEAD-YAP block = -2 | MITF primary = 9

smiles: COc1ccc(C(=O)c2sc3nc4c(c(-c5ccco5)c3c2N)CCC4)cc1
  GPR151 ag = 0.5 | FBW7 act = 0.3 | TEAD-YAP block = -3 | MITF primary = 10

Next part.
SMILES	GPR151 ag	FBW7 act	TEAD-YAP block	MITF primary
Cc1noc(CNC(=O)c2ccc(Cl)cc2)n1	0.1	0.0	-19	3
Cc1nc(NCc2cnn(C)c2C)sc1-c1ccn(-c2ccc(F)cc2)n1	2.4	0.0	4	15
COc1ccc2oc(-c3cccs3)cc(=O)c2c1	-6.1	-0.1	43*	3
Cc1c(C(=O)Nc2ccc(S(=O)(=O)Nc3nccs3)cc2)oc2ccccc12	1.6	-0.2	-5	-7
CC1CCc2c(sc(NC(=O)c3cccs3)c2C(=O)Nc2ccc(Cl)cc2)C1 (centres undefined)	0.7	-0.1	-1	-4
COc1ccc(CCNC(=O)c2nc(SC)ncc2Cl)cc1OC	-1.5	0.2	-2	8
CC(C)CCNC(=O)c1ccc2nc(N3CCC(C)CC3)sc2c1	-0.4	0.0	-11	-8
O=C(c1cc2ccccc2o1)N1CC=C(c2ccccc2)CC1	1.4	-0.1	-4	2
CNC(=O)CSc1c(-c2cccs2)[nH]c2ccccc12	0.0	-0.1	-7	5
Cc1cc2oc(=O)cc(C)c2cc1NC(=O)c1ccccc1Cl	0.0	0.0	16	6
Cc1ccc(-c2noc(-c3ccc(C)c([N+](=O)[O-])c3)n2)cc1	3.0	0.1	0	9
O=C(Nc1nc2ccccc2s1)c1ccncc1	-7.7	-0.1	-42	-9
CCOC(=O)c1nn(-c2ccc(Cl)cc2)c(=O)c2c(NC(=O)CCl)scc12	-1.5	0.0	6	-11
Cc1ccc(N2C(=O)c3ccc(C(=O)OCC(=O)c4cccc([N+](=O)[O-])c4)cc3C2=O)cc1Cl	0.9	0.8	-10	9
O=C(NCCc1nnc2n1CCN(Cc1ccc(O)cc1)CC2)c1ccoc1	2.1	0.0	0	1
CC(C)N(CCNC(=O)c1cccc(-c2cccc(N)c2)c1)C(C)C	0.6	-0.2	3	0
O=C(CN1CCCC1)Nc1ccc(Oc2ccc(NC(=O)CN3CCCC3)cc2)cc1	0.1	-0.1	-6	-3
COCCCNC(=O)C(Cc1ccccc1)NS(=O)(=O)c1ccc(Br)cc1 (centres undefined)	1.0	0.4	18	10
CN(/N=C/c1cc(Cl)ccc1O)C1=NS(=O)(=O)c2ccccc21	-0.7	0.2	-5	4
COc1ccc(CCC(=O)NCc2ccc(OC)cc2)cc1	2.0	-0.3	-7	-6
O=C(CCC(=O)c1ccc(Br)cc1)Nc1ccc(Cl)cc1	2.4	0.1	-7	-1
Cc1cc(NC(=O)NC(=O)c2ccc(F)cc2)n[nH]1	-0.9	0.0	-67	-5
S=C(NCCc1ccc(Cl)cc1)NCc1ccco1	0.5	0.0	14	11
CC(=O)N(Cc1ccc(F)cc1)C1=C(NCc2ccccc2)C(=O)c2ccccc2C1=O	-2.9	-0.2	59*	4
NC(=O)C1CCN(C(=O)c2cnn3c(C(F)F)cc(-c4ccccc4)nc23)CC1	-0.5	0.0	-4	18

In another format: results already given.
| Structure | GPR151 ag | FBW7 act | TEAD-YAP block | MITF primary |
| --- | --- | --- | --- | --- |
| COc1ccc2oc(-c3cccs3)cc(=O)c2c1 | -6.1 | -0.1 | 43* | 3 |
| CNC(=O)CSc1c(-c2cccs2)[nH]c2ccccc12 | 0.0 | -0.1 | -7 | 5 |
| O=C(c1cc2ccccc2o1)N1CC=C(c2ccccc2)CC1 | 1.4 | -0.1 | -4 | 2 |
| CC(C)CCNC(=O)c1ccc2nc(N3CCC(C)CC3)sc2c1 | -0.4 | 0.0 | -11 | -8 |
| CC(C)N(CCNC(=O)c1cccc(-c2cccc(N)c2)c1)C(C)C | 0.6 | -0.2 | 3 | 0 |
| Cc1cc2oc(=O)cc(C)c2cc1NC(=O)c1ccccc1Cl | 0.0 | 0.0 | 16 | 6 |

The main list resumes, repeating the 3 entries before the break.
SMILES	GPR151 ag	FBW7 act	TEAD-YAP block	MITF primary
S=C(NCCc1ccc(Cl)cc1)NCc1ccco1	0.5	0.0	14	11
CC(=O)N(Cc1ccc(F)cc1)C1=C(NCc2ccccc2)C(=O)c2ccccc2C1=O	-2.9	-0.2	59*	4
NC(=O)C1CCN(C(=O)c2cnn3c(C(F)F)cc(-c4ccccc4)nc23)CC1	-0.5	0.0	-4	18
CC(=O)c1cccc(-c2nc(NCCN3CCOCC3)c3ncn(-c4ccsc4)c3n2)c1	2.5	0.0	59*	10
Cc1ccc(N2C(=O)c3ccc(Oc4ccc(NC(=O)CCS(=O)(=O)c5ccc(C)cc5)cc4)cc3C2=O)cc1	0.3	0.0	12	4
CC(NC(=O)C(=O)NCCOc1ccccc1)c1ccccc1 (centres undefined)	0.1	0.0	-2	-4
COc1ccc(CCNc2ncnc3c2c(-c2ccccc2)cn3-c2cccc(Cl)c2)cc1OC	1.1	-0.3	-4	6
CCOc1ccc(Cl)cc1CNCCNC(=O)c1nonc1N	-0.6	0.1	0	-2
Cc1ccc(N(C(=O)Cn2cccc([N+](=O)[O-])c2=O)C2(C(=O)Nc3c(C)cccc3C)CCCCC2)cc1	0.4	0.1	-1	1
Cc1ccc(S(=O)(=O)CCC(=O)Nc2cccc([N+](=O)[O-])c2)cc1	1.5	-0.2	2	0
CC1(C)CC(=O)C([N+](=O)[O-])=C(NCC(O)CO)C1 (centres undefined)	-0.4	0.9	9	16
Cc1ccc(NC2=NC(c3ccc(F)cc3)n3c(nc(C)cc3=O)N2)cc1 (centres undefined)	-0.4	-0.1	7	-8
Cc1nn(CC(=O)NCc2cccc(Cl)c2)c(=O)c2cccn12	0.1	0.4	6	-2
CCOC(=O)c1cc(-c2ccccc2)n(CC(=O)N2CCN(C3CCCC3)CC2)c1C	-0.4	0.0	-1	1
O=C(CN1CCc2nc(-c3ccccc3)[nH]c(=O)c2C1)N1CCN(c2ccccc2F)CC1	2.4	-0.2	15	0
Cc1cc(C)c(S(=O)(=O)N2CCC(C(=O)Nc3ccc4c(c3)OCO4)CC2)c(C)c1	-0.5	0.1	6	-7
CCC(C)(C)n1nnnc1C(c1cc2ccc(OC)cc2n2nnnc12)N1CCOCC1 (centres undefined)	-0.7	0.3	-8	4
O=C(CC(NCc1ccco1)C(=O)O)Nc1cccc(Cl)c1Cl (centres undefined)	2.3	-0.2	16	4
O=S(=O)(Nc1cccc(Cl)c1Cl)c1cccc2cccnc12	0.4	0.1	-5	15
Cc1cc2c(cc1C)CN(c1ccc(/C=N/NC(=O)CC#N)cc1)C2	-0.3	0.8	-6	11
O=C1c2ccccc2C(=O)N1c1cccc(Oc2ccc3c(c2)C(=O)N(c2cccc(N4C(=O)c5ccccc5C4=O)c2)C3=O)c1	1.0	-0.1	-2	-1
O=C(C1=C(O)C(=O)N(CCCN2CCOCC2)C1c1ccncc1)c1ccco1 (centres undefined)	-1.7	-0.5	-22	3
COc1ccccc1C(=O)CN1CCN(S(=O)(=O)c2ccc(C(C)C)cc2)CC1	0.1	0.2	3	22
COc1ccc(NC(=O)c2csc3c2CCCC3)cc1	-3.2	0.6	-54	0
O=C(O)CC1(CC(=O)Nc2cc(F)ccc2F)CCCC1	-0.1	0.9	4	20
Cc1cccc(NC(=O)c2sc3nc(N)c(C#N)c(-c4ccc(C(C)C)cc4)c3c2N)c1C	1.9	-0.1	-12	2
COc1ccccc1OCC(=O)N(C1CCCCC1)C1CCCCC1	0.0	-0.2	1	-1
CCN(CC)S(=O)(=O)c1c(OC)cc(C)c(Cl)c1C	-0.7	0.3	-6	10
O=C(Nc1ccc(-c2cn3c4c(nnc3n2)CCCC4)cc1)c1ccncc1	1.2	0.0	-8	-18
CCOC(=O)CSc1nc(-c2ccccc2)cc(-c2ccccc2)n1	-0.4	0.3	-3	-5
Cc1ccc(NC(=O)C/C(N)=N/OC(=O)Nc2ccc(C)c(Cl)c2)cc1	0.7	-0.1	-13	-10
COc1ccc(CCNC(=O)c2ccnc(N3CCN(Cc4ccc5c(c4)OCO5)CC3)c2)cc1	-1.3	0.1	3	16

From PubChem BioAssay
